Compound activity from PubChem BioAssay.
Calpain2 inh: inhibitors of pig calpain II, primary screen, biochemical, fluorogenic peptide substrate, 1536-well; inhibition, % at 16 µM; purified calpain II, 30 min; actives 0.37% (n = 220,000);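 active means inhibition above about 50%, limit read from the data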
S1P4 antag: S1P4 receptor antagonists, primary screen, cell-based | S1P4-expressing cells, antagonist mode, reporter read-out | inhibition, % at 4.98 µM | actives 0.26% (n = 220,000); in the data active means inhibition above about 29%;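 further: 0% = wells stimulated with agonist and 100% = vehicle wells without agonist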
Ba/F3 V617F tox: reduced viability of JAK2V617F-dependent Ba/F3 cells, primary screen, JAK2V617F inhibitor project, cell-based, Ba/F3 EpoR-JAK2V617F, luminescence | ATP luminescence | inhibition, % at 5.6 µM | actives 1.1% (n = 220,000);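 active means inhibition above the campaign mean plus 3 SD over all tested compounds, cut at about 24% in these data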;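 further: cytokine-independent growth of Ba/F3 cells driven by EpoR plus mutant JAK2; 0% = DMSO-treated cells and 100% = JAK inhibitor I control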
TRPML3 ag: human TRPML3 channel agonists, primary screen, cell-based, HEK293 TRPML3-YFP, Fluo-8 calcium fluorescence, 3 µM | actives 0.29% (n = 220,000) | activation, % at 3 µM | AID 1448, 2008 | 100% = the carbachol control signal | Mucolipin-3 (Homo sapiens), Q8TDD5;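 active means activation above its plate's cutoff, the mean activation of the plate's test wells plus 3 SD, cut at about 12% in these data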;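 further: 0% = DMSO only wells and 100% = carbachol wells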
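system = HEK293 cells stably carrying human TRPML3-YFP | doses = one concentration, 3 µM nominal, 0.3% DMSO | timing = dye loading 1 h 37 °C then 30 min ambient, 125 s read | detection = Fluo-8 calcium dye fluorescence, ex 470-495, em 515-575 nm | benchmarks = high control carbachol 87 µM, low control DMSO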
TRPN1 ag: zebrafish TRPN1 channel agonists, primary screen, cell-based, HEK293, calcium fluorescence; activation, % at 3 µM; transient receptor potential cation channel N1 (TRPN1/NompC), Danio rerio; HEK293 zebrafish TRPN1-YFP, Fluo-8 calcium fluorescence; 100% = response to 87 µM carbachol; actives 0.18% (n = 220,000);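 active means activation above its plate's cutoff, the mean activation of test wells on that plate plus 3 SD, cut at about 19% in these data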;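 further: 0% = DMSO alone and 100% = 87 µM carbachol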
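Material: zebrafish TRPN1-YFP in HEK293 cells; Doses: single test compound dose, 3 µM nominal, 0.3% DMSO; Timing: dye loading 1 h at 37 °C, then 30 min room temperature; Technique: intracellular calcium fluorescence with Fluo-8; Benchmarks: high carbachol 87 µM, low DMSO alone.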
BaF3 tox: parental Ba/F3 cell viability inhibition, counter-screen for JAK2V617F inhibitor project, murine pro-B, CellTiter-Glo luminescence; CellTiter-Glo ATP luminescence; inhibition, % at 5.6 µM; actives 1.1% (n = 220,000); AID 1486, 2009;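 active means inhibition above a per-campaign cutoff, the mean inhibition of all tested compounds plus 3 SD, cut at about 27% in these data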;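 further: 0% = DMSO wells and 100% = JAK Inhibitor I control wells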
S1P4 ag: S1P4 receptor agonists, primary screen, cell-based; S1P4-expressing cell line, agonist reporter assay; activation, % at 4.98 µM; actives 0.35% (n = 220,000); Sphingosine 1-phosphate receptor 4 (Homo sapiens), O95977; in the data active means activation above about 11%;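 further: 0% = DMSO vehicle and 100% = reference agonist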
PERK inhibitor: block of dimerizer-induced PERK translation repression, primary screen, PERK inhibitor project, CHO PERK-DD cells, SEAP luminescence, HTS | Eukaryotic translation initiation factor 2-alpha kinase 3 (Homo sapiens), Q9NZJ5 | CHO PERK-DD fusion, SEAP luminescence translation reporter | inhibition, % at 5.6 µM | actives 0.17% (n = 220,000);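 active means inhibition above the mean inhibition of all tested compounds plus 3 SD, set separately per screening campaign, cut at about 2.9% in these data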;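 further: PERK kinase domain activated by AP20187 dimerizer at 100 nM; 0% = DMSO with dimerizer and 100% = rapamycin at 8.4 µM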
Target sequence (Q9NZJ5 whole entry, looked up, the tested form may be a part): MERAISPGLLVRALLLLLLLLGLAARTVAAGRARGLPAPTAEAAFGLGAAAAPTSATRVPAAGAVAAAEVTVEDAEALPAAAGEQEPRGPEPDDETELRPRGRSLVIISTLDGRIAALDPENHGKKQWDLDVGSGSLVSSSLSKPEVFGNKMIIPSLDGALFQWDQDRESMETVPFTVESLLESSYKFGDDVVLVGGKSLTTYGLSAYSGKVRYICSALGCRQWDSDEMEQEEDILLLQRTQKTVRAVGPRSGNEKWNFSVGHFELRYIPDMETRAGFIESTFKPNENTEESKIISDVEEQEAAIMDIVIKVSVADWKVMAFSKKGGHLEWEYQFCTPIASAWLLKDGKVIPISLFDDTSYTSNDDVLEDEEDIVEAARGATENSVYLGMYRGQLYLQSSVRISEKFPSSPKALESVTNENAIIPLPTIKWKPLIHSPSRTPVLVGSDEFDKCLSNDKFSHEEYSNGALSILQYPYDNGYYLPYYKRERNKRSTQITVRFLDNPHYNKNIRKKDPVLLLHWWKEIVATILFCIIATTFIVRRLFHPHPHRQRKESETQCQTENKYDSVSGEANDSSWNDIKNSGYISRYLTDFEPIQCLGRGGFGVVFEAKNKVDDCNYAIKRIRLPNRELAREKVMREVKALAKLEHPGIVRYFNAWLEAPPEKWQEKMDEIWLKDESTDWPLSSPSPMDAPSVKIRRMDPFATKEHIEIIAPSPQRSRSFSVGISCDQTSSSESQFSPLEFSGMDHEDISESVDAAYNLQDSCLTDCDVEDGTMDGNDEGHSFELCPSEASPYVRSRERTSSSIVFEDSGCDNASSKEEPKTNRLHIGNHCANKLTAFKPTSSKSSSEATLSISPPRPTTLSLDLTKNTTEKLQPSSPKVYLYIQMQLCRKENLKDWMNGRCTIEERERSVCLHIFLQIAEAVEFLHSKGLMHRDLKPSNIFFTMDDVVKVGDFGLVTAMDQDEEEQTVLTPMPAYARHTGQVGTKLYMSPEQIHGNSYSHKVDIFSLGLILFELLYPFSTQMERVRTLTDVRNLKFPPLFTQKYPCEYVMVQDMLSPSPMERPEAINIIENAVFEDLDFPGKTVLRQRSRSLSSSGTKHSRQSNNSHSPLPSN
EP2 mod: EP2 receptor modulators, cAMP readout, primary screen, cell-based, HTRF cAMP, PGE2 stimulation; Prostaglandin E2 receptor EP2 subtype (Homo sapiens), P43116; EP2-expressing cells, cAMP HTRF FRET, PGE2 co-stimulation; induction, % at 25 µM; actives 0.83% (n = 260,000);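 active means compounds whose cAMP rise, as percent of the full-agonist control response, exceeds 60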;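 further: rat C6 glioma line stably carrying human EP2 under a CMV promoter; the protocol text gives 20 µM as final concentration; 100% = response of wells given 1 µM PGE2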
* hit, by the source's call; & = joins results of further samples.

SMILES	Calpain2 inh	S1P4 antag	Ba/F3 V617F tox	TRPML3 ag	TRPN1 ag	BaF3 tox	S1P4 ag	PERK inhibitor	EP2 mod
CCOc1cc(C2C(C#N)=C(N)OC(C)=C2C(C)=O)c(Br)c(Br)c1OC(C)C (configuration not stated)	-16.7	-15.7	0.4	1.2	0.1	5.1	1.3	-1.3	-5.1
Nc1ccc(Oc2ccc(Br)cc2)cc1	17.5	-3.1	6.2	0.4	-0.7	11.3	0.7	1.0	-37.1
COc1ccc(C2=NOC(CNC(=S)N3CCOCC3)C2)cc1 (configuration not stated)	8.1	-14.6	-2.5	-0.7	0.4	-1.2	-0.1	2.2	-12.9
COc1ccc(OC)c(Nc2nc(-c3sc(C)nc3C)cs2)c1	11.5	13.3	5.3	-0.9	-1.2	6.3	2.8	-1.4	34.8
O=C(c1ccc(Oc2cc(Cl)cc(Cl)c2)o1)N1CCCCC1	16.1	7.8	-0.5	-0.8	-3.3	-4.3	0.6	0.5	2.1
CC(C)c1ccccc1NC(=O)C1CN(S(=O)(=O)c2ccccc2)CCN1S(=O)(=O)c1ccccc1 (configuration not stated)	-32.6	-9.5	-0.4	-0.5	-1.0	7.4	-0.1	0.1	22.9
CCOC(=O)/C=C/C(=O)Nc1ccc(S(=O)(=O)Nc2c(C)cc(C)cc2C)cc1	-9.0	-8.7	2.4	1.4	1.3	6.5	-0.2	1.0	-58.7
COc1ccc(NC(=O)c2cccs2)cc1	3.1	-61.7	1.3	-0.3	-0.3	6.2	-1.2	1.1	-23.2
Cc1nc(S(=O)(=O)N(C)Cc2ccccc2)c(C#N)c(C)c1Cl	-8.4	-15.5	-1.4	-0.4	0.7	1.4	2.1	1.4	-1.0
OC(CN1CCOCC1)C12CC3CC(CC(C3)C1)C2 (configuration not stated)	6.9	8.6	-4.9	-0.3	0.3	0.0	-0.8	-0.4	6.2
CCc1ccccc1N1CC23C=CC(O2)C(C(=O)OCC(C)C)C3C1=O (configuration not stated)	13.2	-10.2	1.9	1.1	1.3	6.8	3.9	0.3	34.8
O=C(c1ccccc1Cl)N1CCNCC1	-40.4	-25.1	2.4	0.2	0.5	4.2	-0.3	-0.1	-1.6
O=C(CN(c1ccc(Cl)c(C(F)(F)F)c1)S(=O)(=O)c1ccccc1)N1CCOCC1	12.9	-4.1	-2.8	1.0	0.1	4.7	-1.1	-0.5	-2.4
Cc1c(NC(=O)c2cnn3c2NC(c2ccc(Br)cc2)CC3C(F)(F)F)c(=O)n(-c2ccccc2)n1C (configuration not stated)	-18.4	-5.2	0.3	0.2	0.4	0.6	1.1	-1.4	-4.2
COc1cccc(Oc2ccc(C(F)(F)F)cc2NC(=O)c2cccc(F)c2)c1	23.0	9.6	3.5	-0.2	0.3	4.9	0.3	-0.6	38.9
CC(C)(C)NS(=O)(=O)c1ccc(CCC(=O)Nc2ccc3c(c2)OCO3)cc1	-6.1	3.9	-0.8	0.5	-0.2	1.8	-0.3	0.4	-40.0&15.4
CCOC(=O)C1C(=O)C=C(c2ccc(Br)cc2)CC1c1ccco1 (configuration not stated)	20.6	-8.2	0.9	-0.9	-1.7	2.5	0.4	-0.7	29.1
N#Cc1cccc2cnccc12	6.7	0.4	-3.8	0.3	0.2	-1.2	-2.5	0.8	3.0&-6.1
CN(C)c1nc(SCC#N)nc(N2CCOCC2)n1	-10.6	7.9	1.9	0.8	1.4	2.2	0.0	0.8	19.9
Cc1csc(SCc2nnc(-c3ccccc3Br)o2)n1	-63.2	-25.1	-1.8	-0.8	-1.6	3.1	0.8	-0.9	2.8

Reprinted at random: 2 entries already listed
SMILES	Calpain2 inh	S1P4 antag	Ba/F3 V617F tox	TRPML3 ag	TRPN1 ag	BaF3 tox	S1P4 ag	PERK inhibitor	EP2 mod
CCOC(=O)/C=C/C(=O)Nc1ccc(S(=O)(=O)Nc2c(C)cc(C)cc2C)cc1	-9.0	-8.7	2.4	1.4	1.3	6.5	-0.2	1.0	-58.7
COc1cccc(Oc2ccc(C(F)(F)F)cc2NC(=O)c2cccc(F)c2)c1	23.0	9.6	3.5	-0.2	0.3	4.9	0.3	-0.6	38.9

The results go on.
SMILES	Calpain2 inh	S1P4 antag	Ba/F3 V617F tox	TRPML3 ag	TRPN1 ag	BaF3 tox	S1P4 ag	PERK inhibitor	EP2 mod
CSc1ncc2ncn(C3OC(CO)C(O)C3O)c2n1 (configuration not stated)	-12.1	-5.5	-2.4	0.8	0.1	1.5	1.7	0.5	-7.2
Cc1cccc(OCCNC(=O)c2cccc(Oc3ccc(C(F)(F)F)cc3[N+](=O)[O-])c2)c1	32.0	-11.4	-1.0	0.4	0.5	5.1	1.1	0.0	35.3
COc1cccc(OC)c1C(=O)N1CCN(S(=O)(=O)c2ccc(C)cc2)CC1	-1.0	-1.8	-1.8	0.3	-0.8	-0.1	-1.5	-1.2	8.2
CC(C)c1ccc(N(CC(=O)NCCSC(C)(C)C)S(C)(=O)=O)cc1	-35.2	0.4	2.4	0.9	0.7	7.2	2.1	-1.1	26.7
COc1ccc(N(CN2C(=O)c3ccccc3C2=O)C(=O)COc2ccc(Cl)cc2Cl)cc1	-8.2	-9.3	-0.7	1.3	1.7	5.5	0.6	1.2	9.3
CCCCC(=O)NCCNc1nc2c(c(=O)n(C)c(=O)n2C)n1Cc1ccc(F)cc1	-24.6	-3.2	-2.2	0.0	-0.2	-0.5	-2.7	-0.4	-1.1
COc1ccc(-c2n[nH]c(=S)n2/N=C/c2cccn2C)cc1	-8.8	4.5	3.5	-1.9	-1.1	-4.3	-0.4	0.7	-22.7
CC(C(=O)N1CCN(C2c3ccccc3-c3ccccc32)CC1)N1C(=O)c2ccccc2C1=O (configuration not stated)	-10.9	-15.2	2.7	-0.1	-1.1	6.2	2.9	-0.7	27.3
O=C(/C=N/NC(=O)c1ccc(Cl)cc1Cl)c1ccccc1	28.5	-11.8	1.8	-0.5	0.6	-4.9	0.7	-0.1	-4.5
CCOC(=O)C1(CCOC)CCN(C(=O)c2sccc2C)CC1	6.6	-2.8	-2.8	-0.1	1.4	2.3	0.5	1.4	1.5
Cc1cn(C(=O)C(C)N2C(=O)c3ccccc3C2=O)c(C)n1 (configuration not stated)	-1.0	-7.5	-1.5	0.2	-1.5	2.4	0.0	-1.5	10.5
Cc1cc(C(=O)COc2nncc3ccccc23)c(C)n1C	22.4	2.9	1.3	1.6	0.1	4.3	0.4	0.9	-26.5
COCCCNC(=O)c1cccc(NC(=O)c2ccccc2)c1	5.2	-8.8	-0.7	0.6	0.2	2.2	-0.5	-0.3	-14.5
COC(=O)c1ccc2c(=O)n(CCCN3CCCC3=O)c(=S)[nH]c2c1	8.0	-34.8	4.4	0.3	-1.1	5.0	8.6	-0.4	-5.4
Cc1ccc(N(CC2CO2)S(=O)(=O)c2ccc(C)cc2)cc1 (configuration not stated)	-24.1	-16.1	-2.8	0.7	-1.4	2.7	-0.6	0.9	31.3
Cc1ccccc1NC(=O)c1c(C)cc(=O)oc1C	4.6	-17.7	-3.7	1.1	1.8	1.5	-0.7	0.8	18.6
CC1=C(C(=O)Nc2ccccc2)C(c2ccc(C(C)C)cc2)N2C(=O)CSC2=N1 (configuration not stated)	-23.6	0.5	-4.2	0.3	-0.9	2.5	-2.7	-1.7	-7.8
CCn1c2ccccc2c2cc(NC(=O)C(=O)NCC3CCCO3)ccc21 (configuration not stated)	-14.4	-5.0	0.3	-0.1	-2.1	7.2	-0.9	-1.2	-49.8
CC(=O)Nc1ccc(N(C(=O)c2ccco2)C(C(=O)NC2CCCC2)c2ccc(N3CCOCC3)cc2)cc1 (configuration not stated)	10.1	-15.8	-1.4	0.1	-0.6	-0.3	-0.3	1.2	-1.6
COc1ccc(/C=N/Nc2nc(N3CCCC3)nc(N3CCCC3)n2)cc1	20.8	-25.6	-6.0	-0.2	-0.7	1.3	0.0	-0.5	-24.8
CC(=O)c1ccc(S(=O)(=O)N2CCCCC2C(=O)O)cc1 (configuration not stated)	-3.3	-9.2	-4.7	-0.7	-1.1	-4.2	0.0	2.0	14.1
Cc1cc(C(F)(F)F)nc(SCC(=O)c2cccc([N+](=O)[O-])c2)n1	-13.6	-24.2	0.0	-0.9	-1.4	4.7	0.1	0.2	14.3
CCOC(=O)/C(C#N)=C/c1cccc(C)c1	-20.8	-0.1	-2.6	0.6	0.4	-1.3	1.8	0.8	3.6
CC(C)Cn1c(=O)c2c(nc3n2CCCN3CCc2ccccc2)n(C)c1=O	31.4	-0.8	7.8	0.5	3.1	11.1	-1.4	-0.7	19.4
CCc1nc(SCC(=O)Nc2cc(C)on2)c2c(=O)n(C)c(=O)n(C)c2n1	18.7	0.2	0.6	-0.1	1.2	5.8	-0.9	0.1	4.8
CC(C)c1ccc(CN(C(=O)c2cc3ccccc3oc2=O)C2CCS(=O)(=O)C2)cc1 (configuration not stated)	-16.7	7.0	1.0	0.8	-0.4	0.8	-0.6	-0.9	-15.7
CCn1c(-c2cc(-c3cc(C)ccc3C)nc3ccccc23)n[nH]c1=S	-20.7	-10.0	-4.6	0.4	-0.2	2.0	1.2	0.4	28.1
O=C(CCCOc1ccccc1)NCCc1nc2ccccc2[nH]1	-16.9	9.6	-0.9	0.0	0.0	7.3	-0.4	0.6	0.1
COC(=O)c1ccc(-c2n[nH]c(=O)c3ccccc23)cc1	-20.8	-16.2	-1.2	-0.1	-1.2	1.9	-1.0	0.9	-5.9
CCOc1cccc(-c2cc(-c3n[nH]c(=S)n3CC)c3ccccc3n2)c1	-49.1	4.2	1.6	-1.0	-3.4	4.4	2.5	-0.3	22.7
Cc1ccccc1Nc1nc(N)nc(COC(=O)C2CCCCC2)n1	21.6	-16.2	-1.7	-0.3	-0.3	5.5	2.4	-0.3	-30.5
CCCCN(Cc1ccccc1)C(=O)C1CCCN(S(=O)(=O)c2cnc[nH]2)C1 (configuration not stated)	-17.5	-20.3	-3.4	0.2	-0.5	-0.2	-1.6	1.4	-3.8
CC(=O)c1cccc(NC(=S)NC(=O)c2cccc(Cl)c2)c1	11.8	-28.4	-2.4	0.0	0.1	3.2	2.3	0.6	-57.2
Cc1cc(C)c(N=C2CCCN2Cc2ccccc2)c(C#N)c1	-3.5	4.8	-3.0	-1.6	-2.4	1.5	0.4	0.1	77.9*
CNC(=O)C1=C(C)NC(=S)NC1c1cccs1 (configuration not stated)	31.4	-15.1	-3.5	1.0	1.7	-0.6	-0.7	1.0	-30.7

For reference, some entries already given:
SMILES	Calpain2 inh	S1P4 antag	Ba/F3 V617F tox	TRPML3 ag	TRPN1 ag	BaF3 tox	S1P4 ag	PERK inhibitor	EP2 mod
CCOc1cc(C2C(C#N)=C(N)OC(C)=C2C(C)=O)c(Br)c(Br)c1OC(C)C (configuration not stated)	-16.7	-15.7	0.4	1.2	0.1	5.1	1.3	-1.3	-5.1
Nc1ccc(Oc2ccc(Br)cc2)cc1	17.5	-3.1	6.2	0.4	-0.7	11.3	0.7	1.0	-37.1

The order is random; overall some 3.6% were active at least once.
